Screening data (PubChem)
HSF-1 act: increases HSF-1 driven luciferase reporter signal; AID 504408; actives 1.7% (n = 300,000); NIH3T3-HGL HSF-1 luciferase reporter, MG132, 8 h; 100% = twice DMSO control signal; activation, % at 9 µM;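 active = mean replicate activation of at least 50% with a set share of replicates each reaching 50%; inconclusive = only one of those two conditions met; inactive = mean below 50% and too few replicates reaching it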;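 also: 0% = median of the neutral control wells and 100% = twice that signal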
IEC-6 tox: counter-screen for KLF5 inhibitors: cytotoxicity in IEC-6 cells. IEC-6 cytotoxicity, luminescence viability. inhibition, % at 5 µM. actives 0.78% (n = 290,000); in the data active = inhibition above about 22%;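 also: 0% = plate median of test compound wells and 100% = cytotoxic reference compound wells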
SKKanGAS inh: SKKanGAS growth inhibition; S. pyogenes SKKanGAS, kanamycin growth, BacTiter-Glo, 6 h; inhibition, % at 7.5 µM; actives 1.3% (n = 300,000); AID 1662;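 active = mean replicate score, as percent of positive control median, at least 50; inconclusive = mean below 50 but one replicate at or above 50; inactive = mean and every replicate below 50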;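 also: strain carries kanamycin resistance gene driven by streptokinase promoter and grows in 40 µg/ml kanamycin; loss of luminescence reflects streptokinase promoter inhibition or plain growth inhibition; 0% = median of DMSO wells and 100% = positive control at its reference dose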
aSyn 5UTR inh: MLPCN primary screen, SNCA 5' untranslated region; alpha-synuclein 5'UTR reporter, inhibitor activity; actives 0.82% (n = 300,000); inhibition, % (tested at 7.5 µM); in the data active = inhibition above about 60%; inconclusive = no clear call, values can overlap the other calls;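 also: H4 neuroglioblastoma cells stably carrying SNCA 5'UTR luciferase fusion; 0% = DMSO wells and 100% = positive control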
AI-2 QS modul: Vibrio harveyi AI-2 quorum sensing modulation; activity change, % at 7.5 µM; actives 0.4% (n = 300,000); Vibrio harveyi JMH597 AI-2 luminescence/OD600 ratio, 9 h; stronger effect = lower value; strain lacks LuxN and CqsS sensors; 0 = neutral-control median; AID 2094; in the data active = activity change below about -75%, passing the limit was not always enough; inconclusive = no clear call, values can overlap the other calls;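 also: luminescence divided by OD600 gain over 9 h not by final OD600 alone; inactives centre near 13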
Platelet DG rel: modulates dense granule release in human platelets | human platelet-rich plasma, SFLLRN dense granule ATP release, luminescence | inhibition, %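 (compounds screened at 7.5 µM in platelet-rich plasma)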 | actives 0.22% (n = 300,000) | AID 1663;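 active = mean replicate score, as percent of positive control, at or above 50; inconclusive = mean below 50 but at least one replicate at or above 50; inactive = mean and every replicate below 50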
HSF1 inh: HSF1 inhibition; AID 2098; actives 0.77% (n = 300,000); NIH3T3-HGL HSE-luciferase, MG132-induced, luminescence 8 h; stronger effect = lower value; activity change, negative = inhibition, % at 7.5 µM (by protocol);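 active = more than half of replicate wells show activity change below -50%, luminescence cut by over half; inconclusive = some wells, but at most half, below -50%; inactive = no replicate well below -50%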;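 also: luciferase reports HSF-1 transcriptional activity via heat shock element; 0% = median of DMSO wells and -100% = zero luminescence signal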
HIF activator: HIF pathway transcriptional activation; U2OS HRE-luciferase reporter, luminescence; normalized: DMSO 0%, desferrioxamine 100%; activation, % at 7.5 µM (by protocol); actives 0.32% (n = 300,000); AID 1910;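 active = mean activation of at least 10% of the iron chelator positive control signal, with at least half of replicates also reaching 10%; inconclusive = mean and replicate majority disagree about reaching 10%; inactive = mean and most replicates under 10%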
HSP90 refold inh: inhibitors of HSP90 luciferase refolding in rabbit reticulocyte lysate; inhibition, % at 5.6 µM; AID 1789; actives 0.91% (n = 290,000); luciferase refolding luminescence, 3 h;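 active = inhibition above the screen-wide mean plus 3 SD, computed separately per campaign, cut at about 16% in these data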;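 also: 0% = DMSO wells and 100% = 60 µM geldanamycin wells; inhibitors lower the luminescence because luciferase stays unfolded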
KLF5 inh: kruppel-like factor 5 inhibition. DLD-1 KLF5 promoter-luciferase reporter, luminescence. inhibition, % at 5 µM. actives 0.23% (n = 290,000);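 active = inhibition above a per-plate limit of that plate's mean compound inhibition plus 3 SD, cut at about 60% in these data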;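 also: 0% = DMSO wells and 100% = LY294002 at 200 µM; higher means less KLF5 promoter-driven luciferase light; inactives centre near -14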
Active calls of the source: *; ? = inconclusive; . = not tested or not shown.

Compound,HSF-1 act,IEC-6 tox,SKKanGAS inh,aSyn 5UTR inh,AI-2 QS modul,Platelet DG rel,HSF1 inh,HIF activator,HSP90 refold inh,KLF5 inh
Cc1noc(NS(=O)(=O)c2ccc(NC(=O)CSc3nc4ccccc4s3)cc2)c1C,-6,7,22,-25,12,3,0,0.1,2,-11
O=C(O)c1cc(-c2ccc(Cl)cc2)n(-c2ccc(Cl)cc2)n1,8,-7,-18,-1,27,-2,-2,-0.1,1,-29
Cc1c(C(=O)N2CCN(c3ccccc3)CC2)oc2c(F)cccc12,-3,-8,-5,-13,18,-11,21,0.7,3,1
O=S1(=O)N=C(N(CCO)/N=C/c2ccccc2)c2ccccc21,-9,3,1,26,7,1,-3,-0.2,3,-5
Cc1cc(NCc2ccccn2)n2ncc(-c3ccc(Cl)cc3)c2n1,53*,29*,82*,-97,30,-3,28,4.0,2,-14
COc1ccc(N2CCN(C(=O)c3cc(=O)c4cc(C)ccc4o3)CC2)cc1,-11,-10,6,5,27,0,-5,-3.3,3,-18
Cc1c(OC(=O)c2ccc([N+](=O)[O-])cc2)c2c(c[n+]1C)COC(C)(C)OC2,7,-3,0,-4,65,-1,-1,0.0,-2,-8
CCOc1ccc(C(C)=O)cc1Cc1c(O)nc(N)[nH]c1=O,1,8,-2,0,29,-3,-1,0.4,3,-20
CCC(=O)Nc1ccc(NC(=O)CSc2nnc(C(C)C)n2C)cc1,4,3,5,-5,21,5,-7,0.0,4,-35
CCOc1ccc(C(=O)CCC(=O)N(CC)CC(=O)NCc2cccs2)cc1,-13,.,5,-1,39,6,3,0.2,.,.
CCCN(CC(=O)Nc1cc(Cl)ccc1Cl)C(=O)c1ccccc1SCC(=O)N1CCCC1,30,.,-11,-11,36,-14,10,-0.3,.,.
CC(C)c1cccc(C(C)C)c1NC(=O)COc1nncc2ccccc12,-3,-8,-2,-5,10,1,1,0.2,-1,-17
N#CCCN(C(=O)COC(=O)CNC(=O)c1ccc(-c2ccccc2)cc1)c1ccc(F)cc1,28,.,-8,-9,14,0,10,0.8,.,.
CCOC(=O)c1c(NC(=O)COC(=O)c2nc(Cl)ccc2Cl)sc(C(=O)NC)c1C,1,.,5,-1,-1,9,-3,0.2,.,.
CCOC(=O)Cn1c2[n+](c3ccccc31)CC(O)CS2 (stereo not given),-15,1,-2,-2,20,-2,3,0.2,2,-59
O=C(Nc1nc(COc2ccccc2)cs1)C12CC3CC(CC(C3)C1)C2,12,0,9,-147,35,7,9,1.2,4,-20
CCOC(=O)C(NC(=O)c1ccc(OC)cc1)(OCC1(CC)COC1)C(F)(F)F (stereo not given),7,-4,1,4,13,1,1,0.4,-1,-10
CCOc1ccc(S(=O)(=O)Nc2ccc(O)c(Sc3ncn[nH]3)c2)cc1,-4,-3,0,-9,48,1,0,-0.2,-4,-16
Cn1c(C(=O)N[C@@H](Cc2ccccc2)C(=O)O)cc2cc(Cl)ccc21,-22,4,-5,-5,19,-3,-13,0.5,3,-7
CCCCOc1ccc(-c2nnn(CC(=O)NCc3ccco3)n2)cc1,45,-3,0,-165,9,-4,27,5.6,3,4
O=C(Nc1cc2ccccc2oc1=O)C1CCCCC1,41,-4,13,-53,15,1,1,2.3,-2,-70
CCN(C(=O)C1CCCN(c2ncnc3c2nc2n3CCCCC2)C1)c1cccc(Cl)c1 (stereo not given),-5,6,3,24,3,-2,-5,-1.0,-5,-10
COc1ccccc1-c1nnc2sc(-c3cc4ccccc4o3)nn12,1,58*,0,76*,-9,-2,-8,-0.7,-1,-1
Cc1ccc(Nc2ccccc2N)cc1,14,3,-6,-41,?,-28,0,1.0,-2,-36
FC(F)(F)c1ccc(C2[C@H]3CN(Cc4ccc(-c5ccccc5)cc4)[C@H](c4ccccc4)C34CC2(c2cccnc2)C4)cc1 (stereo not given in full),28,.,8,21,12,-6,10,-0.4,.,.

Among those listed so far, two contain a CF3 group.
Compound,HSF-1 act,IEC-6 tox,SKKanGAS inh,aSyn 5UTR inh,AI-2 QS modul,Platelet DG rel,HSF1 inh,HIF activator,HSP90 refold inh,KLF5 inh
CCOC(=O)C(NC(=O)c1ccc(OC)cc1)(OCC1(CC)COC1)C(F)(F)F (stereo not given),7,-4,1,4,13,1,1,0.4,-1,-10
FC(F)(F)c1ccc(C2[C@H]3CN(Cc4ccc(-c5ccccc5)cc4)[C@H](c4ccccc4)C34CC2(c2cccnc2)C4)cc1 (stereo not given in full),28,.,8,21,12,-6,10,-0.4,.,.

(more compounds)
Compound,HSF-1 act,IEC-6 tox,SKKanGAS inh,aSyn 5UTR inh,AI-2 QS modul,Platelet DG rel,HSF1 inh,HIF activator,HSP90 refold inh,KLF5 inh
Cc1cccc(NC(=O)c2cnc3scc(C)n3c2=O)c1,14,2,-5,-181,2,-8,-1,1.3,-6,1
O=C1c2ccccc2C(=O)N1OCCOCCOCCBr,2,1,0,1,22,5,-2,-0.3,2,-30
CCn1c(C(O)c2cc(OC)c(OC)c(OC)c2)nc2ccccc21 (stereo not given),4,-10,-3,2,8,-4,-1,0.9,1,-45
O=C(Nc1ccc(NC(=O)c2ccco2)cc1)c1ccco1,41,2,-1,-109,10,16,12,2.7,4,-101
Cc1onc(-c2ccccc2Cl)c1C(=O)NCc1nc(-c2ccc(C(F)(F)F)cc2)no1,-2,-3,1,-25,-1,4,-1,0.0,0,-22
CCNc1oc(-c2cccc3ccccc23)nc1C#N,44,-7,5,-88,10,-1,26,2.1,-3,-11
O=C1Cc2cc([N+](=O)[O-])ccc2N1c1c(Cl)cccc1Cl,-7,10,11,-16,20,-4,-5,-1.3,4,-19
CC(C)CNC(=O)c1cccc(NC(=O)c2ccccc2-c2ccccc2C(=O)O)c1,6,2,2,9,6,-1,1,-1.3,0,-41
O=C(c1ccc2c3c(cccc13)CC2)C1CCCN(Cc2cccnc2)C1 (stereo not given),-9,3,-12,13,37,-3,-4,0.3,3,13
CC(C)CC(=O)Nc1ncc([N+](=O)[O-])s1,5,2,5,-23,-1,-13,5,2.0,3,-10
COc1ccc(/C=C(\C#N)c2cc(OC)c(OC)cc2[N+](=O)[O-])cc1,-29,2,11,-10,3,15,-9,0.4,1,-27
COc1ccc(NC(=O)C2CCN(S(C)(=O)=O)CC2)cc1Cl,-29,-1,2,-18,-3,5,-10,0.0,2,-5
CCc1cc[n+](-c2nc3ccccc3nc2[N-]S(=O)(=O)c2ccc(Br)s2)cc1,30,3,6,-26,28,3,12,0.2,-2,-1
O=C(N/C(=C\c1ccc([N+](=O)[O-])cc1)C(=O)N1CCOCC1)c1ccccc1,6,-3,5,26,5,2,-2,-0.5,-4,-2
CCOC(=O)c1c(NC(C)=O)sc2c1CCCNC2=O,-9,-4,1,9,38,3,-4,0.4,-1,16
Cn1nc(-c2ccccc2)c(COC(=O)c2cccc(Cl)c2)c1S(=O)(=O)c1ccccc1,-3,-1,2,16,-7,4,4,0.1,3,-31
CCCc1cc(=O)[nH]c(SCC(=O)Nc2nc3ccc(OCC)cc3s2)n1,3,2,27,-19,7,6,0,1.1,1,-57
O=C(CCSc1ccc(Cl)cc1)NC1CCCC1,-17,-6,3,-3,-3,-2,-2,-0.9,-2,-8
CC(C)Cc1ccc(CN2CCCC(NC(=O)CSc3nncn3C)C2)cc1 (stereo not given),2,-8,-1,10,30,3,-1,-0.2,-1,-13
CCN(CC)CC(=O)Nc1ccc([N+](=O)[O-])cc1,-4,1,-6,0,25,8,7,0.0,0,-32
Cc1ccc2cc3c(N)c(C(=O)N4CCOCC4)sc3nc2c1,67*,5,0,-7,17,-5,29,-22,-2,-28
O=C(CN(C(=O)c1csnn1)c1cccc(C(F)(F)F)c1)NC1CCCC1,9,0,-2,15,13,-9,1,0.1,-1,-20
C=C(C)CSc1nc(N)cc(=O)[nH]1,4,-1,-4,-4,12,-1,2,-0.1,0,-13
C=CCSc1nc(C)c(CC(=O)OCC(C)C)c(=O)[nH]1,18,-1,1,17,15,-36,1,-0.2,6,-17
Cc1oc(C)c(C(=O)O)c1C(=O)O,-4,-4,-13,8,0,-5,-3,-0.2,-5,-32

(listing goes on)
Order of values: HSF-1 act	IEC-6 tox	SKKanGAS inh	aSyn 5UTR inh	AI-2 QS modul	Platelet DG rel	HSF1 inh	HIF activator	HSP90 refold inh	KLF5 inh
N=C1C(c2ccccc2)=C(O)CN1c1cccc(S(=O)(=O)N2CCOCC2)c1
 : 14	-6	-1	-11	-9	-3	-1	-0.4	0	9
O=C(NCC1CCCO1)/C(=C/c1ccc(Cl)cc1)NC(=O)c1ccccc1 (stereo not given)
 : -10	0	-2	35	19	20	-6	0.4	0	12
CN(C)c1ccc(/C=N/NC(=O)c2cc(=O)[nH]c3ccccc23)cc1
 : 0	-1	5	21	18	1	-5	-0.4	1	-14
COc1ccccc1NS(=O)(=O)c1cc(NC(C)=O)ccc1N1CCCCC1
 : -5	3	-3	6	16	5	8	0.1	1	-3
Cc1ccc(S(=O)(=O)N(CCO)Cc2ccccc2)cc1
 : -2	2	-5	2	14	-2	-1	0.0	13	-6
CCOc1ccc(C(=O)O)cn1
 : 5	-2	4	10	18	1	0	0.2	1	-5
O=C(CN1CCN(c2ccc(O)cc2)CC1)Nc1cc(S(=O)(=O)N2CCCC2)ccc1Cl
 : -66	6	17	1	13	1	-56*	-0.4	-2	8
O=C(COc1c(Br)cc(Br)c2cccnc12)N1CCc2ccccc2C1
 : 10	-7	28	-37	22	-2	-3	0.0	0	-42
CC(C)Oc1cccc(-c2cc(C(=O)NC(=S)N(C)c3ccccc3C(=O)O)c3ccccc3n2)c1
 : 16	0	14	-75	33	4	-6	0.4	-2	-41
CC(NC(=O)C1CCN(S(=O)(=O)c2ccc3c(c2)NC(=O)CO3)CC1)c1ccccc1 (stereo not given)
 : 17	1	1	4	.	5	2	0.2	0	-13
